SIAH1 antagonists: Siah-1 peptide-binding antagonists, primary screen, biochemical, fluorescence polarization, rhodamine-plectin, uHTS (AID 1817); one-dose displacement, % at 20 µM; IC50 in µM for titrated hits; actives 0.02% (n = 290,000); Siah-1 / rhodamine-plectin peptide fluorescence polarization; higher % means a stronger effect;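 active = displacement of at least 50% at 20 µM, with a fluorescence ratio check between 0.3 and a set limit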;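 also: plate controls were Siah plus tracer with DMSO for no effect and tracer alone without Siah for full effect; strong numbers were not always called active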
HIV peptide binding: cell-free HIV fusion peptide-binding blockers – biochemical, uHTS, fluorescence dequenching, primary screen (AID 1986); inhibition, % at 20 µM; hits with a dose series show IC50 in µM; actives 0.3% (n = 290,000); cell-free peptide binding, fluorescence dequenching, 30 min; higher % means a stronger effect; in the data active = inhibition mostly above about 52%, no sharp cut-off; inactive = mostly below about 76%; also: some results filed as inactive read as strong as hits
XIAP antagonists: XIAP antagonists, biochemical, IAP family, fluorescence polarization (AID 1018); XIAP BIR domain, fluorescence polarization peptide displacement; higher % means a stronger effect; displacement, % at 20 µM, or IC50 in µM where a hit was titrated; actives 0.007% (n = 200,000); in the data active = displacement above about 50%; also: a part of the inactive calls stands beside numbers as strong as those of hits
LYP phosphatase: inhibitors of LYP phosphatase, biochemical, fluorescence intensity, uHTS (AID 1779) | recombinant LYP phosphatase, fluorescence intensity; higher % means a stronger effect | actives 0.054% (n = 290,000) | one-dose inhibition, % at 11.5 µM; IC50 in µM for titrated hits; in the data active = inhibition above about 50%;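 also: plate controls were vehicle with enzyme for no effect and no enzyme for full effect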
SV40 large T antigen: TAg ATPase/helicase activity blockers – biochemical (AID 1903) | SV40 large T antigen ATPase/helicase inhibition assay; higher % means a stronger effect | one-dose inhibition, % at 20 µM; IC50 in µM for titrated hits | actives 0.39% (n = 310,000); in the data active = a potency from the dose series; inconclusive = inhibition mostly from about 32% at the one dose, without a potency; inactive = the rest, 99 in 100 with inhibition below about 32%; also: strong numbers were not always called active
AID2073: disruptors of CaV2.2 binding to Mint1 – biochemical, HTRF (AID 2073); actives 0.19% (n = 290,000); one-dose inhibition, % at 20 µM; IC50 in µM for titrated hits; HTRF protein-protein interaction, Mint1-CaV2.2; higher % means a stronger effect; in the data active = inhibition mostly above about 51%, no sharp cut-off; inconclusive = no clear call, values can overlap the other calls; inactive = mostly below about 53%; also: some results filed as inactive read as strong as hits
Dengue-2 NS5 capping: Dengue-2 NS5 methyltransferase inhibitors, primary screen, biochemical, confirmation dose response (AID 588689) | Dengue-2 NS5 methyltransferase capping enzyme assay, biochemical; higher % means a stronger effect | inhibition, % at 25 µM; hits with a dose series show IC50 in µM | actives 0.3% (n = 340,000); in the data active = a potency from the dose series; inconclusive = inhibition above about 29% without an active follow-up result
Rac1 GTP hydrolysis: MgcRacGAP GTPase-activating activity inhibitors, confirmation, biochemical, ADP Hunter fluorescence | actives 0.6% (n = 340,000) | MgcRacGAP-stimulated Rac1 GTP hydrolysis, ADP Hunter fluorescence; higher % means a stronger effect; GST-tagged Rac1 F28L mutant substrate | AID 624330 | inhibition, % at 30 µM; hits with a dose series show IC50 in µM;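 active = first-screen hits whose inhibition reached a set limit at any dose in the follow-up dose series; inconclusive = inhibition above the set first-screen limit but never retested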;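 also: fluorescence reports GDP produced by GAP-driven GTP hydrolysis; strong numbers were not always called active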
RSV antiviral HEp-2: RSV antiviral activity via CPE protection, HEp-2 cells, primary 10 µM value included (AID 2391); actives 0.13% (n = 310,000); CPE inhibition, % at 10 µM, or IC50 in µM where a hit was titrated; HEp-2 cells, RSV-induced CPE inhibition; higher % means a stronger effect; in the data active = a potency from the dose series; inconclusive = CPE inhibition mostly from about 23% at the one dose, without a potency; inactive = the rest, 99 in 100 with CPE inhibition below about 21%; also: strong numbers were not always called active
Dengue-2 NS5 capping pilot replicate: further read-out of Dengue-2 NS5 capping, marked with its call; inhibition, %; measured here: pilot screen replicate inhibition
* = called active by the depositor; ? = inconclusive; / = not tested or not shown.

SMILES | SIAH1 antagonists | HIV peptide binding | XIAP antagonists | LYP phosphatase | SV40 large T antigen | AID2073 | Dengue-2 NS5 capping | Rac1 GTP hydrolysis | RSV antiviral HEp-2 | others
O=c1c([N+](=O)[O-])cc(C(F)(F)F)cn1Cc1c(Cl)cccc1Cl | -1.8% | 1.1% | -3.1% | -3.2% | -2.5% | -0.8% | -8.3% | 7.7% | -0.4%
O=C(c1cccc(F)c1)N1C2C=CC(C2)C1(C(F)(F)F)C(F)(F)F (stereo not drawn) | -0.4% | -0.2% | -2.2% | -0.5% | 4.3% | 4.5% | -11.3% | 13.9% | 2.0%
COc1ccccc1-c1cc(C(F)(F)F)n2ncc(S(=O)(=O)c3ccccc3)c2n1 | 3.7% | -3.2% | -2.8% | 1.8% | 8.8% | 13.0% | -12.7% | 5.2% | 12.4%
COc1ccc(S(=O)(=O)C(C#N)c2nc3ccccc3nc2N2CCCC(C)C2)cc1 (stereo not drawn) | 5.7% | 24.0% | 2.8% | 1.8% | -10.3% | 24.4% | ? | 11.0% | 5.0%
COc1ccc(NC(=O)CN(C)C(=O)c2cccc(S(=O)(=O)Nc3ccccc3Cl)c2)cc1 | / | / | / | / | 14.2% | / | -8.1% | 3.2% | 0.2%
CCCC(C)C(=O)Nc1ccc(S(=O)(=O)N2CCCC2)cc1 (stereo not drawn) | -0.9% | -0.6% | / | -2.8% | 10.0% | 2.5% | -1.2% | 17.4% | 3.5%
O=C1c2ccccc2NC(c2cccc(Cl)c2)N1N=C1CCCCCC1 (stereo not drawn) | 1.8% | -1.1% | -3.9% | -5.0% | 12.4% | 18.9% | -8.9% | 5.2% | 1.4%
CCOC(=O)CSc1nnnn1-c1cc(OC)c(Cl)cc1OC | -1.8% | 5.8% | -4.1% | -2.8% | -2.1% | 18.0% | -3.7% | 2.4% | 2.4%
CCOc1ccc(CN(C(=O)c2ccccn2)c2ccc(OC)c(Cl)c2)cc1 | -3.9% | 0.4% | / | -4.2% | 1.7% | -7.9% | 1.6% | -1.4% | 4.0%
O=C(NCC(c1cccs1)N1CCOCC1)c1cc(-c2ccc(F)cc2)nc2ccccc12 (stereo not drawn) | -0.5% | -0.5% | -5.1% | 1.1% | 2.8% | -5.3% | -15.2% | 0.5% | 4.2%
COc1cc2c(cc1OC)C(=S)NC1(CCCC1)C2 | 6.7% | 1.3% | -5.3% | -3.0% | 0.0% | 6.4% | 3.1% | 6.3% | -0.3%
C=CCOc1c(Cl)cc(C2NC(=O)NC(C)=C2C(=O)OC)cc1Cl (stereo not drawn) | -2.0% | -1.6% | -1.9% | -7.9% | 9.5% | -0.1% | -5.5% | 4.8% | 9.4%
COc1ccccc1NC(=O)N(Cc1ccccc1)C1=NCC(C)S1 (stereo not drawn) | 1.8% | 1.1% | 0.6% | -2.7% | 3.6% | -20.8% | -0.7% | 2.6% | -2.0% | Dengue-2 NS5 capping pilot replicate=-3.3
CCOc1ccc(OCC)c(NC(=O)CC2Oc3ccc(C)cc3NC2=O)c1 (stereo not drawn) | -3.1% | 0.8% | -3.7% | -2.4% | -4.3% | -1.1% | 3.6% | 4.8% | 2.5%
CCC(=O)N1CCN(CCN=CC2=C(O)CC(c3ccc(OC)cc3)CC2=O)CC1 (stereo not drawn) | -3.4% | -0.5% | -0.9% | 5.6% | 10.2% | 2.7% | -1.1% | 11.1% | 1.6%
O=C(c1cccnc1)N1CCN(Cc2cccc(Br)c2)CC1 | 3.7% | 0.8% | -4.7% | -6.2% | 6.6% | 20.0% | -4.8% | 117µM* | 1.2%
CCC1CCc2c(sc3nc(SCC(=O)NCc4ccco4)n(-c4ccccc4)c(=O)c23)C1 (stereo not drawn) | 8.2% | 5.0% | -3.7% | -0.4% | 8.1% | 2.1% | 4.8% | 14.3% | 3.8%
Cc1cc2c(n1-c1ccc(C(=O)O)cc1)CCCCC2 | -3.7% | 57.7%* | / | 9.3% | 71.2µM* | 18.9% | / | / | 2.1%
N#CNc1nc(O)cc(=O)[nH]1 | 1.4% | 9.3% | / | -7.3% | -1.6% | 5.4% | -3.9% | 7.6% | 0.1%
O=C(c1cnc2n(c1=O)CCS2)N1CCCc2ccccc21 | 7.6% | 2.9% | -4.2% | 1.2% | 1.2% | 14.7% | -4.9% | 9.9% | 1.5%
O=C1CCCC(=O)N1c1ccc(NCCOCCO)c([N+](=O)[O-])c1 | 2.6% | 1.8% | -7.3% | -3.8% | 6.4% | 6.2% | -7.8% | 0.9% | -0.3%
CC(C)Oc1ccc(C(=O)NC(=S)Nc2ccc(Cl)c(C(=O)O)c2)cc1 | -0.8% | 1.9% | / | 5.2% | 15.1% | -28.3% | -4.4% | 10.7% | 2.6%
Cn1cc(CN2CCC(n3nccc3NC(=O)c3ccccc3Cl)CC2)c2ccccc21 | -4.8% | -2.2% | / | -9.7% | 9.0% | 9.0% | -4.5% | -1.3% | 0.5%
COc1ccc(Nc2nc(C)cc(C)c2C(N)=O)cc1OC | 8.4% | 0.4% | / | -7.5% | 21.2% | -5.9% | -0.7% | -0.3% | -1.1% | Dengue-2 NS5 capping pilot replicate=1.8
Cn1c(=O)c2sccc2n2c(CCCC(=O)NCCc3ccc(S(N)(=O)=O)cc3)nnc12 | 3.9% | 1.3% | / | -1.8% | 3.3% | 15.0% | 0.8% | 5.5% | 1.8%

Not a retest: an excerpt of the list.
SMILES | SIAH1 antagonists | HIV peptide binding | XIAP antagonists | LYP phosphatase | SV40 large T antigen | AID2073 | Dengue-2 NS5 capping | Rac1 GTP hydrolysis | RSV antiviral HEp-2 | others
O=c1c([N+](=O)[O-])cc(C(F)(F)F)cn1Cc1c(Cl)cccc1Cl | -1.8% | 1.1% | -3.1% | -3.2% | -2.5% | -0.8% | -8.3% | 7.7% | -0.4%
O=C(c1cccc(F)c1)N1C2C=CC(C2)C1(C(F)(F)F)C(F)(F)F (stereo not drawn) | -0.4% | -0.2% | -2.2% | -0.5% | 4.3% | 4.5% | -11.3% | 13.9% | 2.0%
COc1ccccc1-c1cc(C(F)(F)F)n2ncc(S(=O)(=O)c3ccccc3)c2n1 | 3.7% | -3.2% | -2.8% | 1.8% | 8.8% | 13.0% | -12.7% | 5.2% | 12.4%

Continuation.
SMILES | SIAH1 antagonists | HIV peptide binding | XIAP antagonists | LYP phosphatase | SV40 large T antigen | AID2073 | Dengue-2 NS5 capping | Rac1 GTP hydrolysis | RSV antiviral HEp-2 | others
OCCC1CN(Cc2cccc3c2OCO3)CCN1C1CCCC1 (stereo not drawn) | -1.9% | -3.3% | -3.9% | -6.4% | 0.9% | 2.1% | -1.8% | 1.2% | 0.0%
CCCN(CCC)C(=O)Cn1ccc(=N)c2ccccc21 | -0.7% | 1.5% | -1.2% | -3.6% | -4.3% | -1.6% | -3.4% | 0.2% | 2.4%
O=C(COC(=O)c1cnccn1)c1ccc(OC(=O)c2ccccc2)cc1 | 6.3% | 3.2% | -6.5% | 3.7% | -2.1% | -23.1% | 3.2% | 6.7% | 6.2%
Clc1ccc(COn2c(-c3ccc(Cl)cc3Cl)nc3ncccc32)cc1 | 1.3% | -3.7% | -8.6% | -1.8% | 7.2% | 3.9% | -4.1% | 6.7% | 5.1%
COC(=O)c1cc(OC)c(OC)c(OC)c1N | -1.2% | 0.9% | -4.8% | -4.8% | 11.7% | 1.5% | 2.3% | 3.6% | 2.7%
CC1CCN(C(=O)CCN2C(=O)/C(=C/c3cccs3)SC2=S)CC1 | 7.7% | 1.3% | / | -6.7% | 9.3% | 2.1% | 19.8% | 7.9% | -1.2%
COc1cc(-c2cc(C(=O)Nc3c(Cl)cc(Cl)cc3Cl)c3ccccc3n2)cc(OC)c1OC | 4.3% | 6.2% | -5.8% | -3.3% | 2.7% | ? | -3.6% | 2.8% | 0.8%
CC(C)(C)C(=O)N1CCN(c2ccc([N+](=O)[O-])cc2-n2cccc2)CC1 | 4.5% | -0.6% | / | -0.4% | 6.6% | -1.0% | -8.5% | 2.6% | 6.1%
COc1ccc(CC(=O)NCc2nc(-c3ccccc3)no2)cc1 | 1.6% | 0.5% | -2.3% | -2.8% | 5.6% | -4.1% | -7.5% | 5.6% | -1.1%
CC(C)(C)OC1NS(=O)(=O)OCC1NCOC(Cl)(Cl)Cl (stereo not drawn) | 3.6% | 1.4% | / | -10.4% | 28.2% | -3.9% | 8.2% | 10.2% | 0.1%
Cc1ccc(-c2c[n+](CC(=O)OCc3ccccc3)c3n2CCC3)cc1 | -5.0% | 1.4% | -5.3% | -2.5% | 2.1% | -1.7% | 0.7% | 4.8% | 1.4%
COC(=O)c1cc2sccc2n1CC(=O)Nc1cc(OC)cc(OC)c1 | -5.4% | -1.1% | -1.9% | -4.9% | -1.4% | -1.5% | -2.4% | 10.5% | 2.6%
CCOc1ncccc1C(=O)Oc1ccc2c(c1)OCO2 | 2.2% | -0.9% | -0.9% | -3.1% | 13.3% | 8.7% | -2.9% | 17.8% | 0.2%
Fc1ccc(Nc2nc(N3CCOCC3)nc(N3CCOCC3)n2)cc1Cl | 3.8% | 1.0% | / | -3.9% | 3.6% | 4.9% | -6.8% | 15.5% | 1.1%
COc1ccc(NC(=O)CS(=O)(=O)c2cn(CC(=O)N3CCCC3)c3ccccc23)c(OC)c1 | 1.9% | -0.9% | / | -0.9% | 15.8% | 1.5% | -1.3% | 2.8% | 1.2%
COCCN1CCn2c(nc3cc(NS(C)(=O)=O)ccc32)C1 | -3.5% | 0.1% | / | -7.7% | 24.2% | 6.6% | -1.3% | 3.8% | 0.6%
CCCC(=O)N(Cc1cc(=O)[nH]c2ccccc12)c1ccccc1OC | -3.1% | -1.9% | / | -1.1% | 1.2% | 5.1% | 5.2% | 15.8% | 5.9%
CCOC(=O)C1CCCN(C(=O)c2ccc3c(c2)NC(=O)C(N2CCOCC2)S3)C1 (stereo not drawn) | -0.5% | 3.4% | -5.3% | -9.4% | -0.3% | 1.1% | 0.0% | 11.8% | 0.9%
COC(=O)c1ccc(C)c(-n2c(=O)n(Cc3ccccc3)c(=O)c3[nH]cnc32)c1 | 4.1% | 0.2% | / | -9.6% | 26.6% | 10.3% | -6.5% | 3.0% | 1.5%
Cc1ccc(OCCSc2nc(NC(C)C)nc(NC(C)C)n2)cc1 | 2.7% | -0.3% | -1.0% | 8.0% | 6.2% | -7.0% | 1.3% | 9.4% | 19.0%

Ordered by SMILES length (falling): 3 of the compounds above
SMILES | SIAH1 antagonists | HIV peptide binding | XIAP antagonists | LYP phosphatase | SV40 large T antigen | AID2073 | Dengue-2 NS5 capping | Rac1 GTP hydrolysis | RSV antiviral HEp-2 | others
COC(=O)c1ccc(C)c(-n2c(=O)n(Cc3ccccc3)c(=O)c3[nH]cnc32)c1 | 4.1% | 0.2% | / | -9.6% | 26.6% | 10.3% | -6.5% | 3.0% | 1.5%
CC(C)(C)OC1NS(=O)(=O)OCC1NCOC(Cl)(Cl)Cl (stereo not drawn) | 3.6% | 1.4% | / | -10.4% | 28.2% | -3.9% | 8.2% | 10.2% | 0.1%
COCCN1CCn2c(nc3cc(NS(C)(=O)=O)ccc32)C1 | -3.5% | 0.1% | / | -7.7% | 24.2% | 6.6% | -1.3% | 3.8% | 0.6%
